Compound activity: PubChem BioAssay, several laboratories
Cardiac RTF inh: cardiac RTF calcium desensitization; inhibition, % at 7.15 µM; 0.12% of 340,000 active; IANBD-labeled cardiac RTF, Ca2+ fluorescence; P19429+P45379; AID 493244;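 active = inhibition above the mean inhibition of all tested compounds plus 3 SD, cut at about 17% in these data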;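 note: assay run at fixed EC70 calcium of 1.6 mM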
CAL PDZ FP-1: blocks peptide binding to the human CAL PDZ domain; Q9HD26; purified CAL PDZ, TMR-peptide fluorescence polarization, 1 h; inhibition, % at 24.9 µM; 0.92% of 300,000 active; AID 602252;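 active = mean inhibition of at least 30% with at least half of replicates also reaching 30%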;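 note: 0% = DMSO neutral control and 100% = excess unlabeled competitor peptide PRC23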
V-ATPase pH: yeast V-ATPase proton transport regulation by pHLuorin; S. cerevisiae, pHLuorin cytosolic pH fluorescence; response, % at 10 µM; 0.37% of 350,000 active; in the data active = response mostly above about 7.3%, no sharp cut-off; inactive = mostly below about 5.4%; note: actives read high; inactives centre near 0; some compounds called inactive have numbers as strong as hits
DAGLB inhibitor: blocks human DAGLB lipase activity; Q8NCG7; HEK293T DAGLB membrane lysate, EnzChek fluorogenic substrate; inhibition, % at 5.17 µM; 0.059% of 340,000 active; in the data active = inhibition above about 34%;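 note: 0% = enzyme with vehicle and 100% = wells lacking enzyme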
Target sequence (Q8NCG7 whole entry, looked up): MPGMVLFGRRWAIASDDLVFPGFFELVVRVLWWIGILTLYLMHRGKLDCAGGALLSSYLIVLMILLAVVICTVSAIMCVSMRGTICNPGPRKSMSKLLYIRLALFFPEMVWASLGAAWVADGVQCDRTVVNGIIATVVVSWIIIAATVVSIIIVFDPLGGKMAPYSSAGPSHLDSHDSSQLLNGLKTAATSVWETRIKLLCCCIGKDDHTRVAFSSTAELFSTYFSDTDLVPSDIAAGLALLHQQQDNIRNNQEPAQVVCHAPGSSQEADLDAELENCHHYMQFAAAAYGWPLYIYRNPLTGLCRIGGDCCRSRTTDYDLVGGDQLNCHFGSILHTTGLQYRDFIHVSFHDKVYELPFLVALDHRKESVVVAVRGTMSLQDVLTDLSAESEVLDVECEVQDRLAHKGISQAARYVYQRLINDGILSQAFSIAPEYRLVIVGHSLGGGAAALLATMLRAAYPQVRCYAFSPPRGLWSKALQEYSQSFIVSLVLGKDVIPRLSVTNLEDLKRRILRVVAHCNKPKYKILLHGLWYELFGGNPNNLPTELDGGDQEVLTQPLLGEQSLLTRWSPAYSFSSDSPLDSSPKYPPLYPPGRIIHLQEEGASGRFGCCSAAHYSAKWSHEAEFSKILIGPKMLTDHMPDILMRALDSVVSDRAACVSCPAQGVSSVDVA
DSG3 Ab inh: inhibitors of pemphigus antibody binding to human desmoglein-3. P32926. DSG3-coupled beads, scFv-anti-DSG3-GFP binding, flow cytometry; stronger effect = lower value. binding (percent of control), % at 10 µM. 0.48% of 310,000 active;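 active = binding more than 3 SD below its plate's average and above zero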;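 note: hits lower antibody fragment binding to DSG3; some compounds called inactive have numbers as strong as hits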
LANA DNA inh: blocks KSHV LANA C-terminal domain binding to DNA. MBP-C-LANA/FAM-LBS DNA binding, fluorescence polarization. inhibition, % at 9 µM. 0.078% of 340,000 active. AID 504423;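 active = highest replicate inhibition at or above 60% at 9 µM, even if other replicates fall short; inactive = all replicates below 60% inhibition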;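 note: 0% = neutral control wells and 100% = 4 µM acridine orange control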
Arr AP2 block: human beta-arrestin and AP2 interaction inhibition | FITC-arrestin peptide / GST-AP2 beads, flow cytometry; AP2 beta2 appendage carries R879A mutation | inhibition, % at 10 µM | 0.31% of 340,000 active | AID 504490;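 active = inhibition above a set limit, near 3 SD of compounds lacking own fluorescence, cut at about 54% in these data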;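 note: plate controls were DMSO wells for no effect and 5 µM unlabelled arrestin peptide for full effect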
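system = GST-tagged AP2 beta2-adaptin appendage (R879A) on 4 µm glutathione beads | reagent = FITC-labelled arrestin peptide probe, 50 nM final | schedule = compound with beads 12 min RT, then probe 1 h RT | signal = HyperCyt-sampled flow cytometry, FL1 channel, ex 488/em 535 nm | read-out = percent response from loss of bead-bound FITC fluorescence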
CAL PDZ FP-2: human CAL PDZ-peptide interaction inhibition. Q9HD26. purified CAL PDZ, TMR-peptide fluorescence polarization, 1 h. inhibition, % at 20 µM. 0.02% of 330,000 active. AID 504414;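 active = highest replicate inhibition of at least 40%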;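 note: plate controls were DMSO neutral control wells for no effect and unlabeled competitor peptide control wells for full effect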
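Read-out basis: mP drop reported as inhibition | Assay system: Tagged CAL PDZ protein CerCALP, purified | Benchmarks: Unlabelled peptide for full inhibition, DMSO wells as neutral | Schedule: 1 h incubation at room temperature before polarization reading | Buffer or medium: Sodium phosphate/NaCl buffer pH 7.4 with TCEP, IgG, Thesit | Doses: Single point, 20 µM | Measured by: Fluorescence polarization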
NSD2 inh: inhibitors of human histone methyltransferase NSD2. O96028. NSD2 peptide methylation, AlphaScreen, 120 min. 0.54% of 310,000 active. inhibition, % at 12.5 µM; in the data active = inhibition above about 50%
Keap1 Nrf2 FP: disrupts human Keap1 binding to Nrf2 peptide; inhibition, % at 9.4 µM; Keap1 Kelch-Nrf2 peptide fluorescence polarization, 1536-well; Q14145; 0.15% of 340,000 active; in the data active = inhibition above about 12%;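 note: human Keap1 Kelch domain with fluorescein labeled Nrf2 9mer peptide probe; 0% = neutral control wells and 100% = peptide positive control; higher means more block of Keap1 binding to Nrf2 peptide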
* = called active by the depositor; · = not tested or not shown. Only part of the results is shown; count on the stated rates, not on these rows.

smiles	Cardiac RTF inh	CAL PDZ FP-1	V-ATPase pH	DAGLB inhibitor	DSG3 Ab inh	LANA DNA inh	Arr AP2 block	CAL PDZ FP-2	NSD2 inh	Keap1 Nrf2 FP
CN1CCN(c2ccc(S(=O)(=O)N3CCCCC3)cc2N)CC1	-5	-4	1	-2	106	0.1	-1	0.1	8	-5
COc1ccccc1CN(Cc1nc2ccccc2c(=O)[nH]1)S(=O)(=O)c1ccc(C)cc1	-1	-2	-5	-2	92	0.7	-39	-3.2	2	-3
COc1ccc(OC)c(/C=C/C(=O)N2CCN(S(=O)(=O)c3ccc(C)cc3C)CC2)c1	-6	-12	0	2	100	3.2	-7	-2.6	-2	-8
Cc1ccc(C(=O)NCCCCNC(=O)c2ccc(C)o2)o1	-22	-3	-2	-2	103	-0.5	-1	-0.7	-1	-2
NC(=O)N/N=C/c1ccccc1OCC(=O)NCc1ccccc1	-20	1	2	-2	92	-0.5	-1	-0.6	-2	3
Cc1ccc(NC(=O)Nc2ccc3c(c2)N(C)C(=O)CS3)nc1	-7	-2	-3	-1	99	0.8	-9	-3.3	0	2
CCOC(=O)CSc1nnc(CNC(=O)c2cccs2)n1-c1cccc(C)c1	-2	·	1	-1	101	0.8	-2	-0.5	0	1
Cc1nc2sccn2c(=O)c1S(=O)(=O)NCC1CCN(Cc2ccccc2Cl)CC1	0	-5	-2	2	·	0.8	9	-1.3	9	-4
OC(CNCCc1ccccc1)COc1ccc(OCC(O)CNCCc2ccccc2)cc1 (stereo not given)	-1	-3	-4	-3	96	0.1	35	0.2	12	0
O=C(CC(=O)c1ccccc1)Nc1ccc([N+](=O)[O-])cc1	-2	-6	1	1	123	-1.3	-14	-0.4	-3	-2
O=C(NNS(=O)(=O)c1ccccc1)c1ccc([N+](=O)[O-])cc1	-4	8	1	-2	106	-0.5	28	1.2	-1	-3
COc1cccc(NC(=O)[C@H](CC(C)C)NC(=O)[C@@H]2Cc3ccccc3CN2)c1	2	0	-5	0	113	-1.4	12	-2.7	2	-1
CN1C2CCC1CC(NC(=O)CSc1ccc(C(C)(C)C)cc1)C2 (stereo not given)	-10	-6	-2	1	116	0.7	-1	0.3	1	-5
C=CCNc1ncnc2sc(SC)nc12	-1	-1	4	-2	95	5.2	14	1.0	-2	-7
O=C(NCCN1CCOCC1)c1ccc(Cl)cc1[N+](=O)[O-]	6	-5	-3	0	104	-0.9	-16	-0.3	1	2
Cc1c(C(=O)N/N=C/C(C)C)[nH]c2ccc([N+](=O)[O-])cc12	-29	-8	-1	-6	101	0.1	4	-4.2	-12	6
CC1(C(=O)Nc2nc3ccccc3s2)CC1(Br)Br (stereo not given)	-5	-6	-2	-10	118	-1.8	0	-0.5	3	1
CN(C)/C=C1/C=C(c2ccccc2)OC1=O	-11	·	5	1	105	0.4	-1	0.1	14	-3
O=C(CN1CCCC1)Nc1c(Cl)cccc1Cl	-5	-17	-2	-3	100	0.9	-10	·	-3	-2
COc1cc2c(cc1OC)CN(C(=O)C1CCCN1S(=O)(=O)c1ccc(F)cc1)CC2 (stereo not given)	-3	-4	-1	-2	100	2.5	-12	-1.5	-1	-7
C/C(CC(=O)N1CCN(C=O)CC1)=N\NC(=O)c1cc2ccccc2cc1O	-1	-3	-2	0	101	1.4	-9	-0.3	26	-5
CC(=O)Nc1ccc(Cl)cc1C1COC(=O)C1=N (stereo not given)	6	-6	-1	0	100	-1.4	1	-0.5	0	1
O=[N+]([O-])c1ccc(COc2cccnc2)cc1	-3	-1	3	1	115	-2.2	24	-1.2	-4	0
COc1ccc(CCNC(=O)C2CC3Cn4c(nc5ccccc54)C3N2Cc2ccccc2)cc1 (stereo not given)	-9	2	-1	1	101	-3.4	5	0.1	·	-1
COc1ccc(C(=O)COc2cccc(NC(=O)c3ccco3)c2)cc1	6	-5	0	1	101	-1.5	19	-2.7	-3	-1
COc1ccc(-c2cn3cc(C)ccc3n2)cc1F	0	-1	1	0	99	-0.7	51	-6.7	-6	1
C/C(N)=C(\C#N)C(=O)NCc1ccccn1	-1	-8	-3	-1	112	0.8	1	0.6	-4	-1
CN(C)CCC(C(=O)c1ccccc1)c1ccncc1 (stereo not given)	-4	-3	5	2	94	0.0	10	-0.3	-1	1
Cc1ccc(-c2cc(C(=O)N/N=C/c3ccco3)n[nH]2)s1	3	-6	-3	-2	100	0.8	17	-4.5	0	0
C[C@H](CO)N1C[C@H](C)[C@@H](CN(C)C(=O)Nc2ccc(C(F)(F)F)cc2)Oc2ccc(NC(=O)Nc3ccc(C(F)(F)F)cc3)cc2C1=O	-5	-5	0	1	102	5.3	-10	-0.2	·	-6
COc1cc(C2NC(=O)NC(C)=C2C(=O)OC(C)(C)C)ccc1OCC(=O)O (stereo not given)	4	·	0	1	94	2.4	0	-0.9	-1	-2
N#CCSc1ccccc1NC(=O)COC(=O)C1CCN(C(=O)c2ccc(Cl)cc2)CC1	·	·	3	3	91	·	·	·	0	·
O=C(CCN1CCN(c2ccccc2)CC1)NNC(=O)Cc1c(F)cccc1Cl	-4	-1	-4	-2	105	-0.1	28	-1.5	-1	-2
COc1ccc(OC)c(NC(=O)C(CC(=O)O)Cc2ccc(Cl)cc2)c1 (stereo not given)	12	1	-1	1	·	4.4	0	-0.7	-5	1
O=C(NCCO)C(=O)NCC1OCCCN1S(=O)(=O)c1cccs1 (stereo not given)	-2	-2	-2	1	106	0.7	-5	0.1	0	-6
CN1CCN(NC(=S)NC(C)(C)CC(C)(C)C)CC1	1	-1	2	-1	106	0.3	24	-0.8	0	5
O=C(OCc1c(-c2ccccc2)ncc2ccccc12)c1cccs1	4	-1	-6	1	103	-2.4	5	-0.9	·	-9
CCOc1ccc(CCNC(=O)COC(=O)c2nccnc2N)cc1OCC	-2	-2	4	-2	111	1.4	-2	-0.7	-1	-3
COc1cc(SC)ccc1C(=O)NC1CCCCC1	-6	47*	3	-2	103	-0.3	1	-1.2	-3	-1
CCc1ccc(CNc2ccc(N3CCN(C(C)=O)CC3)cc2)cc1	2	-2	-5	5	109	-1.9	30	0.6	-6	-5
CCc1ccc(-c2nn(-c3ccccc3C)cc2C(=O)N2CCN(C3CCS(=O)(=O)C3)CC2)cc1 (stereo not given)	-7	6	-2	-4	97	-1.3	-2	0.3	3	-6
COc1ccc(N2CC(C(=O)NCc3ccco3)CC2=O)cc1 (stereo not given)	-3	6	-3	0	98	-1.5	-1	-0.1	0	1
CN(Cc1cccc2ccccc12)C(=O)c1cc(COc2c(F)cccc2F)on1	2	-5	-1	-5	83	2.9	-2	-3.0	-3	-2
Cn1c(=O)[nH]c(=O)c2c1nc(SCC(=O)O)n2CCCc1ccccc1	-3	-3	1	-2	106	0.6	-2	·	1	-5
CCC(NC(=O)COc1cc2c(c3oc(=O)c(C)c(C)c13)CCC(C)(C)O2)C(=O)O (stereo not given)	5	-7	4	2	96	-1.2	12	-2.1	-2	-5
COc1cc(C(c2nnnn2C2CCCC2)N2CCN(C)CC2)cc(OC)c1OC (stereo not given)	6	-1	0	0	112	3.4	28	1.0	-1	-1
O=c1cc(-c2ccc(O)cc2)oc2cc(O)c(C3OC(CO)C(O)C(O)C3O)c(O)c12 (stereo not given)	8	2	-1	-6	98	15	26	0.3	·	-6
CN=C1SC(CC(=O)Nc2cccc(C(F)(F)F)c2)C(=O)N1C (stereo not given)	5	·	-4	0	96	-1.4	-4	-2.6	1	-3
O=c1[nH]c2cc3c(cc2cc1C(c1nnnn1Cc1ccccc1)N1CCCCCC1)OCCO3 (stereo not given)	-4	-6	4	-4	82	1.8	-6	-0.2	2	-9
COc1ccccc1NS(=O)(=O)c1cc([N+](=O)[O-])ccc1N/N=C/c1sc(N2CCOCC2)nc1-c1ccccc1	-17	-2	7	-2	115	0.9	-36	0.2	0	0
O=C(N/N=C/c1cccc(O)c1)c1cc(-c2ccc3c(c2)OCO3)n[nH]1	-13	2	2	0	105	-1.4	4	-9.5	0	-1
CC1CCCC(NC(=O)COC(=O)Cc2c[nH]c3ccccc23)C1C (stereo not given)	4	4	2	4	111	0.5	-14	-0.3	·	-1
C=CCn1c(=O)c2ccccc2n2c(SCC(=O)N(C)C)nnc12	-3	-2	3	-1	103	0.4	16	-1.2	0	-2

In the list so far, 7 contain a Cl atom:
smiles	Cardiac RTF inh	CAL PDZ FP-1	V-ATPase pH	DAGLB inhibitor	DSG3 Ab inh	LANA DNA inh	Arr AP2 block	CAL PDZ FP-2	NSD2 inh	Keap1 Nrf2 FP
Cc1nc2sccn2c(=O)c1S(=O)(=O)NCC1CCN(Cc2ccccc2Cl)CC1	0	-5	-2	2	·	0.8	9	-1.3	9	-4
O=C(NCCN1CCOCC1)c1ccc(Cl)cc1[N+](=O)[O-]	6	-5	-3	0	104	-0.9	-16	-0.3	1	2
O=C(CN1CCCC1)Nc1c(Cl)cccc1Cl	-5	-17	-2	-3	100	0.9	-10	·	-3	-2
CC(=O)Nc1ccc(Cl)cc1C1COC(=O)C1=N (stereo not given)	6	-6	-1	0	100	-1.4	1	-0.5	0	1
N#CCSc1ccccc1NC(=O)COC(=O)C1CCN(C(=O)c2ccc(Cl)cc2)CC1	·	·	3	3	91	·	·	·	0	·
O=C(CCN1CCN(c2ccccc2)CC1)NNC(=O)Cc1c(F)cccc1Cl	-4	-1	-4	-2	105	-0.1	28	-1.5	-1	-2
COc1ccc(OC)c(NC(=O)C(CC(=O)O)Cc2ccc(Cl)cc2)c1 (stereo not given)	12	1	-1	1	·	4.4	0	-0.7	-5	1
